Compound activity (PubChem BioAssay)
Cardio protect = protects H9c2 cardiomyocytes from peroxide injury | AID 588492 | hit rate 0.63% among 360,000 | protection from H2O2 cell death, % at 20 µM | H2O2 injury protection, ATPLite, 2 h;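 active means compounds giving at least 50% protection of heart cells from peroxide-induced death in the single-dose screen, raw or plate-pattern-corrected value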;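 further: 0% = DMSO wells with peroxide and 100% = DMSO wells without peroxide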
aDG glyco up = alpha-DG glycosylation activation; Pro5-aDG cells, alpha-DG glycosylation AlphaScreen (IIH6); 0% Pro5, 100% B10-LARGE cell signal; activation, % at 10 µM; hit rate 0.22% among 360,000; AID 624168;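 active means activation of at least 8% versus controls, or a plate z-score of at least 8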;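 further: Pro5 are CHO cells carrying HIG-tagged alpha-DG that lacks glycosylation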
ABCB6 inh MLPCN = inhibitors of human ABC transporter ABCB6; fluorescence ratio to DMSO, % at 10 µM; hit rate 0.19% among 360,000; Q9NP58; K562-ABCB6 porphyrin accumulation, flow cytometry, 1 h; active compounds read low; AID 602162;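 active means fluorescence ratio to DMSO below 75%, the collection mean minus 3 SD; inconclusive means too few cells collected in the well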;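 further: signal is porphyrin accumulated inside mitochondria; 100% equals median channel fluorescence of DMSO control wells; lower ratio means ABCB6 inhibition with less porphyrin fluorescence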
PDI turbidity = inhibitors of human protein disulfide isomerase. inhibition, % at 10 µM. PDI insulin aggregation turbidity, A650, 90 min. P07237. hit rate 0.052% among 350,000;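 active means mean inhibition across replicates of 30% or more, whatever share of single replicates reach that level; inconclusive means mean inhibition below 30% while every single replicate reaches 30%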;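 further: absorbance from insulin aggregation driven by PDI reduction with DTT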
Target sequence (P07237 whole entry, looked up): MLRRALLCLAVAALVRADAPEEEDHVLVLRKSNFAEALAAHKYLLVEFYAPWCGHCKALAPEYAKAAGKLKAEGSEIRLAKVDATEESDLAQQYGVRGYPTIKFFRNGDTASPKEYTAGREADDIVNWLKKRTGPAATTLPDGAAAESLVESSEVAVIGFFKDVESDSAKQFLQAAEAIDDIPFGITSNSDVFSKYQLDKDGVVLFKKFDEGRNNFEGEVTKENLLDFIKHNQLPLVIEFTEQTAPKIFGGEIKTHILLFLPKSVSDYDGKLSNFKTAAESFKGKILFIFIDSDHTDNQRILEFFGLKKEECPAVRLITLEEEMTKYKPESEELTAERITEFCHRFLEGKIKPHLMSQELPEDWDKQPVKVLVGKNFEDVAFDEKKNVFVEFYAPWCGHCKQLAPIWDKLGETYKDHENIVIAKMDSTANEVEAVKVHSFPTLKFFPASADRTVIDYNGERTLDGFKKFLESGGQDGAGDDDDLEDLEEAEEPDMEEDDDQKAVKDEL
Exocytosis inh = blocks lytic granule exocytosis | TALL-104 LAMP-1 surface exposure, flow cytometry; cells stimulated with thapsigargin and PMA | inhibition, % at 10 µM | hit rate 0.66% among 360,000 | AID 651702;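 active means inhibition above about 55%, limit read from the data; inconclusive means no clear call, values can overlap the other calls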
HTR2A ag = activates the mouse 5-HT2A serotonin receptor | P35363 | CHO-K1 mHTR2A beta-arrestin complementation, luminescence; percent of 30 µM serotonin response | activation, % at 7.6 µM | hit rate 0.66% among 360,000 | AID 624169;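 active means activation above a run cutoff, the mean activation of all tested compounds plus 3 SD, cut at about 14% in these data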;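 further: 0% = plate median of compound wells and 100% = 30 µM serotonin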
Target sequence (P35363 whole entry, looked up): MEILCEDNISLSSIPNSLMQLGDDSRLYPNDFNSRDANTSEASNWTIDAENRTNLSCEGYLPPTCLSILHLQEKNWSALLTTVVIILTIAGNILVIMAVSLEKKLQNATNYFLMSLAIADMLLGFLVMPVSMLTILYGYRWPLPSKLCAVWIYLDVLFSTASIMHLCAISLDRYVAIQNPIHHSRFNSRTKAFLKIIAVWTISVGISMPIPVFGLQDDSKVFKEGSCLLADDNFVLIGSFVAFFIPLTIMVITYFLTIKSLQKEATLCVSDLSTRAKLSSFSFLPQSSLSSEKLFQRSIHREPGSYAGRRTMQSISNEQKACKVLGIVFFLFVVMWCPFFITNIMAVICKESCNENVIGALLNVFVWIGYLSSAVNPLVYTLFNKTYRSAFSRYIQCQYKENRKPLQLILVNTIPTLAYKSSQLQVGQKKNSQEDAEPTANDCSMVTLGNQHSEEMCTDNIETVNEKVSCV
Glyco luc inh = N-linked glycosylation inhibition | D54 ERlucT glycosylation luciferase reporter, 24 h; percent of 100 nM tunicamycin response | reporter increase, % at 12.5 µM | hit rate 0.23% among 360,000;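 active means mean luciferase reporter signal, scaled so untreated is 0 and the glycosylation-blocking control 100, at or above a set limit in every replicate; inconclusive means mean reaches the limit but not every replicate does; inactive means mean below the limit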;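 further: luciferase carries N-glycosylation sites so blocking glycosylation raises the light; 0% = median of neutral control wells and 100% = median of 100 nM tunicamycin wells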
hiPSC survival = increases survival of single human iPS cells; hiPSC single-cell survival, ATPlite luminescence; 100% = ROCK inhibitor wells, 0% = DMSO; survival enhancement, % at 20 µM; hit rate 0.044% among 360,000; in the data active means survival enhancement above about 18%;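 further: cells exposed to compounds for 16 hours before the ATP read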
CaV13 FRET inh = Primary screen for inhibitors of IQ motif and Ca2+-dependent inactivation inhibitor domain binding in CACNA1D, Förster resonance energy transfer in living cells, … | HEK cells, CFP/YFP FRET ICDI-IQ, plate reader, 10 min; percent FRET-ratio fall versus neutral wells | inhibition, % at 12.3 µM | hit rate 0.098% among 340,000 | AID 743397;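 active means mean replicate inhibition of at least 30% and at least 1% of replicates passing that level; inconclusive means only one of the two criteria is met; inactive means neither criterion is met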;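 further: 0% = median of the neutral control wells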
Vif inh = blocks HIV Vif function; HEK293T cells, Vif self-association by quenched fluorescence, imaging, 24 h; inhibition, % at 7.49 µM; hit rate 0.35% among 340,000; in the data active means inhibition above about 50%, passing the limit was not always enough; inconclusive means no clear call, values can overlap the other calls; inactive means below about 31%; further: some results filed as inactive read as strong as hits
* hit, by the source's call; ? = inconclusive; · = no result given.

SMILES	Cardio protect	aDG glyco up	ABCB6 inh MLPCN	PDI turbidity	Exocytosis inh	HTR2A ag	Glyco luc inh	hiPSC survival	CaV13 FRET inh	Vif inh
CCNC(=O)COC(=O)c1cc(-c2ccco2)nc2ccccc12	-2	0.0	96	4	0	6	2	0.5	-2	-1
COC(=O)c1ccccc1NC(=S)NC(=O)COc1ccccc1	6	-0.1	108	1	4	1	4	1.1	-2	6
COc1ccc(OC)c(NC(=O)Cn2cc(C#N)c3cc(Br)ccc32)c1	-3	0.3	102	1	-4	1	-8	0.0	-8	-8
O=C(Cc1ccc(F)cc1)NCCS(=O)(=O)N1CCN(c2cccc(Cl)c2)CC1	-2	-0.2	96	2	0	-6	-2	-0.2	-4	-5
CC(C)(C)c1cc(C(=O)NNc2ccc(OC(F)(F)F)cc2)n(Cc2ccccc2)n1	-3	0.2	95	1	4	1	1	-0.3	3	11
CCCCCCCNC(=O)C1(CC2CC(c3ccc(Cl)cc3)=NO2)CCN(C(=O)CCCCCBr)CC1 (centres undefined)	-3	1.5	98	-5	0	-1	-3	-1.8	-5	·
CCn1c(N2CCN(C(c3ccccc3)c3ccccc3)CC2)nc2c1c(=O)[nH]c(=O)n2C	34	-0.3	102	11	-10	1	1	-0.3	-21	2
O=C(NC1CCN(Cc2ccccc2)CC1)c1ccc(S(=O)(=O)NCc2ccco2)cc1	-4	0.0	97	2	-2	-3	-4	-0.3	-6	-1
O=C(NCCO)c1nc(NCCO)c2ccccc2n1	2	-0.3	103	7	4	3	0	-1.4	-7	5
CCOC(=O)c1cc(-c2csc(COc3ccccc3)n2)on1	-3	-0.1	96	0	13	-5	0	0.2	-2	0
N#CCCN(C(=O)COC(=O)C12CC3CC(CC(O)(C3)C1)C2)c1ccc(F)cc1	0	0.0	100	4	4	0	1	-0.5	-5	-1
CCOC(=O)c1cccc(NC(=O)C2(S(=O)(=O)c3ccc(C)cc3)CC2)c1	0	0.3	95	3	0	-4	-1	-0.8	·	3
COc1cc2nc(CSc3ncn[nH]3)[nH]c(=O)c2cc1OC	8	0.2	101	9	-1	-3	0	0.8	-4	6
c1ccc(Cn2ccnc2C2OCCO2)cc1	-2	0.2	101	0	2	2	-2	-0.9	-4	1
O=C(CSCC(=O)NCc1ccco1)NCc1ccco1	3	-0.1	89	17	6	-3	1	1.3	-9	29
COc1cccc(NC(=O)C2CCN(C(=O)NC3CCCCC3)CC2)c1	4	-0.1	97	0	2	11	-2	-0.2	-6	11
O=C(COC(=O)C1CCN(S(=O)(=O)c2cccs2)CC1)NCc1ccc(F)cc1	6	0.0	?	-5	5	3	-1	-0.7	3	-1
O=C(NC1CCCC1)C(c1ccncc1)N(C(=O)c1csnn1)c1ccc(F)c(Cl)c1 (centres undefined)	-5	0.0	98	5	-4	7	3	0.0	-4	7
Cn1nc(-c2ccccc2)c(CO)c1Oc1cccc(C(F)(F)F)c1	-1	0.4	101	-1	45	-2	0	-0.6	4	-4
CC(Oc1ccc2c(c1)oc(=O)c1ccccc12)C(=O)NCCN1CCOCC1 (centres undefined)	-2	0.1	95	-8	-4	-2	-1	1.0	-15	-2

Shown with each value named: entries from further up
> O=C(COC(=O)C1CCN(S(=O)(=O)c2cccs2)CC1)NCc1ccc(F)cc1
  Cardio protect: 6
  aDG glyco up: 0.0
  ABCB6 inh MLPCN: ?
  PDI turbidity: -5
  Exocytosis inh: 5
  HTR2A ag: 3
  Glyco luc inh: -1
  hiPSC survival: -0.7
  CaV13 FRET inh: 3
  Vif inh: -1

> O=C(NC1CCCC1)C(c1ccncc1)N(C(=O)c1csnn1)c1ccc(F)c(Cl)c1 (centres undefined)
  Cardio protect: -5
  aDG glyco up: 0.0
  ABCB6 inh MLPCN: 98
  PDI turbidity: 5
  Exocytosis inh: -4
  HTR2A ag: 7
  Glyco luc inh: 3
  hiPSC survival: 0.0
  CaV13 FRET inh: -4
  Vif inh: 7

New compounds follow
SMILES	Cardio protect	aDG glyco up	ABCB6 inh MLPCN	PDI turbidity	Exocytosis inh	HTR2A ag	Glyco luc inh	hiPSC survival	CaV13 FRET inh	Vif inh
O=C(c1ccc(CN2CCOCC2)cc1)N1CCN(c2ccccc2)CC1	1	-0.2	95	1	-5	3	2	0.5	-9	13
CCCCCC(=O)Nc1ccc(C2C(=O)c3ccccc3C2=O)cc1	-14	-0.1	101	-6	1	-3	-1	-0.2	-18	-2
COc1ccnc2c1c(=O)n(Cc1cccc(Cl)c1)c(=O)n2C	2	1.8	100	5	6	8	-1	-0.5	-14	6
COc1ccc(NCc2ccccc2[N+](=O)[O-])cc1OC	-3	-0.1	97	-1	4	-4	3	0.4	-5	0
O=C(NC1CCS(=O)(=O)C1)OC1CCCCC1 (centres undefined)	7	-0.1	97	4	0	1	3	-3.2	-9	·
O=C(COc1ccc(Cl)cc1)NCC(=O)N1CCC2(CC1)NCCc1[nH]cnc12	-3	-0.5	95	2	-4	9	1	0.5	-14	32
CC(=O)NC(c1cc(F)c2cccnc2c1O)C1CC1 (centres undefined)	55*	0.4	84	0	-5	-4	-1	-1.0	-7	-7
CC(=O)N1c2ccc(S(=O)(=O)N3CCCC3)cc2CC1C(=O)NCc1ccccc1F (centres undefined)	0	0.1	102	0	2	2	4	-0.3	-6	-1
Cc1ccc(NC(=O)CN2C(=O)c3ccccc3S2(=O)=O)cc1C	-1	-0.1	98	-2	1	-1	-8	1.0	-3	-4
COc1cc(Br)cc(CN2CCN(C/C=C/c3ccccc3)CC2)c1O	-5	0.1	99	-2	-6	-6	1	-0.2	-7	·
COc1c(Cl)cc(C(=O)Nc2cccnc2)cc1Cl	2	-0.3	99	0	-5	0	1	0.9	-5	·
O=Cc1c[nH]c2ccc(NC(=O)OCc3ccccc3)cc12	4	0.1	98	-9	-3	1	-6	-0.6	-11	-3
COc1ccc(CN2CCNC(=O)C2CC(=O)NC2CCCCCC2)cc1C (centres undefined)	-3	0.2	92	5	0	0	-4	-0.4	-4	1
Cc1ccc(S(=O)(=O)N(C)C)cc1NC(=O)CN1CCCC1	3	0.0	93	7	-6	-7	1	-0.3	-2	7
CCCCCCn1c(=O)n2n(c1=O)C[C@]1(OC(=O)Nc3c(C)noc3C)CN(S(=O)(=O)c3ccc(C)cc3)C[C@]1(O)C2	-9	0.0	98	2	4	-2	-1	-0.2	-5	1
CC(C)(C)c1ccc(C(=O)CSc2nc3ccccc3c(=O)[nH]2)cc1	-5	1.2	101	-12	1	-1	1	-4.1	-9	5
CC(=C1SC(=S)NC1=O)c1ccccc1	0	0.3	90	4	-4	4	-1	-0.6	-9	2
O=C(CCCC(=O)N1CCc2ccccc21)N1CCc2ccccc21	0	-0.2	97	-5	1	-1	0	-0.4	-6	·
Cn1cc(-c2ccc(Cl)cc2)cc(C#N)c1=O	4	0.1	99	-7	0	3	2	-2.3	-2	9
COc1cc(-c2c(NC(=O)c3ccco3)oc3ccccc3c2=O)cc(OC)c1OC	0	-0.1	95	-8	-1	-2	-1	-0.5	-3	-4
CCOc1ccc(Oc2ccc(S(=O)(=O)N3CCOCC3)cc2NC(=O)CCNC(C)=O)cc1	2	0.2	103	-13	0	4	0	0.0	-7	-9
Cc1cccc2cc(CN(CC3CCCO3)S(=O)(=O)c3ccccc3)c(=O)[nH]c12 (centres undefined)	10	0.0	94	3	0	-6	-3	-0.1	-2	0
CCCN(CC(=O)Nc1ccccc1C)C(=O)COc1c(C)cccc1C	-2	0.2	98	6	1	0	-3	-0.3	-3	2
COc1ccc(OC(=O)c2cn(C)nc2C(F)(F)F)cc1	-5	0.1	105	-8	-10	-1	-3	8.3	0	-13
CCn1cc(CCC(=O)NCc2cccc(OC)c2OC)c2ccccc21	-9	0.0	103	0	-5	4	-4	-0.7	-4	-5
CCCCN1CC(Br)C(=O)NC1=O (centres undefined)	2	0.2	96	10	0	-3	4	-1.9	-5	1
O=C1NC(=O)c2cc(Br)cc3cccc1c23	36	0.4	96	5	1	0	8	-0.3	-5	-2
CC(C)Cc1ccc(CN2CCCC(NC(=O)c3nn(C)c(=O)c4ccccc34)C2)cc1 (centres undefined)	-7	-0.6	100	6	9	-7	-4	0.1	-6	-9
COc1ccc(-c2cc(=O)oc3c(C)c(O)c(CN(C)C)cc23)cc1	70*	0.2	95	0	3	1	-10	-2.7	-12	7
Cc1occc1C(=O)NNC(=O)C1CC1	-5	-0.2	97	1	-1	4	2	-0.5	-5	·
COc1ccccc1Cc1c(-c2ccc(Cl)cc2)nc2ccc(Br)cn12	-3	0.4	115	·	-2	-6	3	-0.7	-5	·
CC1CCN(C(c2ccccc2)c2nnnn2C(C)(C)C)CC1 (centres undefined)	8	0.1	92	-2	-1	2	-1	-0.2	-2	7
CCN(C[C@H]1N[C@@](Cc2ccccc2)(C(=O)OC)[C@H]2C(=O)N(C)C(=O)[C@@H]12)C(C)=O	0	0.1	90	-13	-1	-6	1	-1.6	-7	-5
NC(=O)CSc1nnc(NC(=O)c2ccc(S(=O)(=O)N3CCOCC3)cc2)s1	7	0.2	97	-7	0	-4	2	0.6	-9	11
CCc1c(O)nc(SCC(=O)Nc2ccc(Br)cc2)n(-c2ccc(C)cc2)c1=O	2	-0.3	106	-5	0	-3	-1	-0.1	-3	-8
COc1ccc(NC(=O)CN2C(=O)NC3(CCCCCC3)C2=O)cc1Cl	-1	0.0	96	2	-1	6	10	-3.4	-10	2
CC1=C(C(=O)N(C(C)C)C(C)C)CC(CC(=O)NCC2CCCCC2)C(=O)N1Cc1ccccc1 (centres undefined)	1	-0.2	97	·	1	-5	2	0.5	-6	·
CCc1ccc(NC(=O)Nc2ccncc2)cc1	-6	0.6	98	?	?	-3	2	-1.2	-4	1
Cc1cc(NC(=O)COC(=O)c2ccccc2Cl)no1	5	-0.1	97	7	0	2	0	-0.4	-6	0
CCOC(=O)C1C(=O)C=C(c2ccc(C)cc2)CC1c1ccc([N+](=O)[O-])cc1 (centres undefined)	-2	-0.2	96	-5	4	4	-7	-1.4	-3	-4
Cc1ccc(C(=O)c2ccccc2C(=O)OCC(=O)NCCc2ccccc2)cc1	-5	0.0	99	3	-1	0	-5	-0.9	-4	-8
CCCCN(C(=O)C1CCN(C(=O)c2ccccc2C)CC1)c1c(N)n(CCC)c(=O)[nH]c1=O	0	0.4	99	3	-2	10	4	-0.5	-6	6
CCOC(=O)C1(Cc2ccccc2)CCN(Cc2cnc(N3CCOCC3)s2)CC1	5	0.7	102	0	4	-4	2	0.8	-4	2
CN1C(=O)/C(=C/c2coc3ccc(O)cc3c2=O)SC1=S	18	0.6	128	8	-1	1	1	-0.7	-2	-4
COCC(C)n1c(SCc2ccc(OC)c(F)c2)nc2ccccc2c1=O (centres undefined)	-3	-0.1	94	-1	-4	1	-5	-0.3	-2	-12
CC(c1ccco1)N(C(=O)C12CC3CC(CC(C)(C3)C1)C2)c1ccccn1 (centres undefined)	-2	0.3	98	6	-2	8	-1	1.6	1	-2
COc1cccc(NC(=O)CN(C)C(=O)c2cc(-c3ccccc3)nn2-c2ccccc2)c1	2	0.0	104	-10	-4	0	-1	2.2	-5	-2
CCN(CC)CCN(Cc1cc2cc(C)ccc2[nH]c1=O)C(=O)Nc1ccccc1OC	14	0.4	110	8	2	-1	-1	0.1	·	11
